LYP inhibition – PTPN22 lymphoid phosphatase activity blockers – biochemical, fluorescence intensity, uHTS (AID 1779); inhibition, % at 11.5 µM; hits with a dose series show IC50 in µM; hit rate 0.054% among 290,000; recombinant LYP phosphatase, fluorescence intensity; higher % means a stronger effect;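 note: plate controls were vehicle with enzyme for no effect and no enzyme for full effect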
M17LAP inhibition – P. falciparum M17LAP inhibitors, primary screen, biochemical, fluorogenic H-Leu-NHMec substrate, 1536-well (AID 1619) | recombinant M17LAP, H-Leu-NHMec fluorogenic kinetic assay; higher % means a stronger effect | inhibition, % at 30 µM, or IC50 in µM where a hit was titrated | hit rate 0.38% among 220,000;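 active = compound inhibiting the enzyme by more than half at any dose during confirmatory dose-response retesting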;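 note: plate controls were full reaction with DMSO carrier for no effect and no enzyme background for full effect; strong numbers were not always called active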
CSM14.1 death rescue – protection against thapsigargin-triggered cell killing – 384-well, CSM14.1, ATP luminescence, primary screen (AID 1222); 190,000 tested, under 10 active; cellular ATP content (survival), % at 20 µM; hits with a dose series show EC50 in µM; CSM14.1 thapsigargin-induced death rescue, ATP luminescence; higher % means a stronger effect;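 active = EC50 below 50 µM in the dose-response confirmation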;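 note: death triggered by thapsigargin at about 15 µM added after 2 h compound pretreatment; cell ATP read after overnight thapsigargin exposure of roughly 18 to 22 hours; normalized against plate controls of thapsigargin alone and 5% DMSO vehicle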
Myeloid diff MLP – promotes myeloid progenitor differentiation | ER-HoxA9 myeloid progenitors, lysozyme-GFP differentiation, flow cytometry | calls only at 10 µM | hit rate 1% among 360,000;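 active = normalized GFP-positive differentiation at or above the plate's own cutoff, the solvent-only control mean plus 3 SD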;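 note: cells exposed to compound for four days before flow analysis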
M1AAP inhibition – malaria alanyl aminopeptidase activity blockers – biochemical, fluorogenic H-Leu-NHMec substrate, 1536-well (AID 1445); recombinant M1AAP, H-Leu-NHMec fluorogenic kinetic assay; higher % means a stronger effect; inhibition, % at 30 µM; hits with a dose series show IC50 in µM; hit rate 0.42% among 220,000;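 active = primary inhibition above the hit cutoff, then over 50% inhibition at one or more dose response concentrations, cut at about 23% in these data, passing the limit was not always enough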;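 note: plate controls were DMSO full reaction for no effect and no enzyme background for full effect; strong numbers were not always called active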
XIAP antagonists – small molecules displacing peptide from XIAP – biochemical, IAP family, fluorescence polarization (AID 1018); one-dose displacement, % at 20 µM; IC50 in µM for titrated hits; hit rate 0.007% among 200,000; XIAP BIR domain, fluorescence polarization peptide displacement; higher % means a stronger effect; in the data active = displacement above about 50%; note: a part of the inactive calls stands beside numbers as strong as those of hits
PMI inhibition – human PMI inhibitors, high substrate, primary screen, biochemical, fluorescence intensity, high mannose 6-phosphate (AID 1220); recombinant PMI enzyme, coupled fluorescence intensity; higher % means a stronger effect; one-dose inhibition, % at 20 µM; IC50 in µM for titrated hits; hit rate 0.66% among 190,000
TNAP activation fold – stimulation of alkaline phosphatase TNAP activity – biochemical, luminescent, no phosphate acceptor, uHTS, primary screen (AID 1001); purified TNAP, luminescent activation assay, no phosphate acceptor; higher activation fold means a stronger effect; one-dose activation fold at 20 µM; EC50 in µM for titrated hits; hit rate 0.03% among 200,000; in the data active = activation fold from about 3, or a potency from the dose series; inactive = the rest, 99 in 100 with activation fold below about 1.6; note: many of its hits are not listed in these tables
PMI inhibitors – inhibitors of human PMI, primary screen, biochemical, fluorescence intensity, coupled assay (AID 1209). purified PMI enzyme, coupled fluorescence intensity; higher % means a stronger effect. one-dose inhibition, % at 20 µM; IC50 in µM for titrated hits. hit rate 0.42% among 190,000;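 note: plate controls were DMSO vehicle for no effect and wells lacking substrate for full effect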
Myeloid diff MLP GFP+ MAC1+ % – also measured in Myeloid diff MLP; calls as there; GFP+ MAC1+ double positive, %; measured here: differentiation confirmed by MAC1 staining
The depositor's hits bear a star; i = inactive; nt = no result given. Cut-off read from the data, not from the text of the source, unless noted: active = inhibition above about 50%; inactive = the rest.

SMILES	LYP inhibition	M17LAP inhibition	CSM14.1 death rescue	Myeloid diff MLP	Myeloid diff MLP GFP+ MAC1+ %	M1AAP inhibition	XIAP antagonists	PMI inhibition	TNAP activation fold	PMI inhibitors
O=C(CNC(=S)NC(=O)C1CCCCC1)c1ccccc1	-1.1%	-3.6%	-2.3%	i	2.5	-5.7%	-3.6%	-10.7%	1	-4.5%
COc1cc2c(cc1O)[C@@H]1Cc3cc(OC)c(OC)cc3C(C2)N1C	-6.5%	-5.8%	nt	i	0.2	3.4%	nt	nt	nt	nt
COc1ccc(OC)c(S(=O)(=O)N2CCC(C(=O)Nc3ccc(C)c(C)c3)CC2)c1	0.2%	-1.1%	0.1%	i	1.1	6.5%	-2.3%	2.6%	1.2	11.9%
Cc1[nH]c(=O)c(C(=O)c2ccccc2O)cc1C(=O)O	-6.4%	5.3%	0.3%	i	0.3	0.8%	-11.0%	-6.5%	1.1	-4.7%
c1ccc(CNCC2COc3ccccc3O2)cc1 (stereo not drawn)	-7.1%	8.7%	0.6%	i	1.1	-0.2%	4.1%	-2.8%	1.1	-7.0%
Cc1ccc(C)n1-c1nn(S(=O)(=O)c2cccc3cccnc23)c2cccc(F)c12	1.7%	-1.8%	nt	i	0.9	5.1%	nt	nt	nt	nt
Cc1cc(C(=O)OCC(=O)Nc2cc(S(=O)(=O)N(C)C)ccc2C)c(C)o1	1.6%	-2.0%	-1.2%	nt	nt	-2.4%	-9.2%	3.2%	1.1	4.2%
c1ccc2c(-c3nnc(SCc4cn5ccccc5n4)o3)c[nH]c2c1	7.5%	6.9%	-3.2%	i	1.2	5.1%	-3.6%	-17.5%	1	-15.4%
N#CCCN1CCN(S(=O)(=O)c2ccc(S(=O)(=O)NC3CCCC3)cc2)CC1	-5.1%	5.8%	nt	i	1.4	0.1%	-5.1%	0.5%	1.1	6.7%
Cn1c(=O)cc(OCCCC(=O)NC2CCCC2)c2ccccc21	-11.0%	2.5%	-3.1%	i	2.1	-1.3%	-2.1%	5.5%	1.1	7.8%
COc1ccc(NC(=O)/C=C/c2cccc(F)c2)cn1	-0.5%	-7.0%	-5.6%	i	0.3	3.2%	-1.9%	10.7%	1.2	3.0%
COc1cc(N)ccc1NC(=O)c1cccs1	-10.7%	7.1%	-2.0%	i	0.7	1.4%	-7.9%	4.5%	1.1	6.0%
CC(C)C(NC(=O)C1CCCCC1)C(=O)NCc1ccccn1 (stereo not drawn)	-6.1%	4.8%	-2.3%	i	1.6	-0.5%	-3.9%	3.0%	1.1	9.2%
CCc1c(C)nn(C(=O)/C(C#N)=C\N(C)C)c1C	-1.3%	2.4%	-0.7%	i	0.2	5.8%	-4.8%	-2.9%	1.1	-3.9%
COc1ccc(CNS(=O)(=O)c2cc(OCC(N)=O)c(C)cc2Cl)cc1	-0.4%	1.2%	-1.3%	i	1.0	5.5%	-7.5%	-9.7%	0.9	-10.8%
Cc1cccc(C(=O)Nc2sc3c(c2C(=O)O)CCC3)c1	-3.2%	14.5%	nt	i	0.8	19.2%	nt	nt	nt	nt
O=C(NCc1ccc2c(c1)OCO2)C1CCCN(S(=O)(=O)c2cccnc2)C1 (stereo not drawn)	-4.3%	8.8%	nt	i	0.4	70.7µM*	-2.9%	3.1%	1	2.0%
CCN(CC)S(=O)(=O)c1cc(NC(=O)CNc2c(C)n(C)n(-c3ccccc3)c2=O)ccc1C	-6.2%	-1.5%	-2.0%	i	0.5	1.8%	-2.4%	2.2%	1	-0.7%
CCOc1ncccc1C(=O)Nc1ccc(F)c(F)c1	-5.6%	-3.0%	-0.2%	i	0.1	-1.2%	-5.8%	-4.2%	1	-8.3%
COc1cccc(-c2nc(CS(=O)CC(=O)NCc3ccc4c(c3)OCO4)c(C)o2)c1 (stereo not drawn)	-4.7%	2.9%	1.0%	i	2.4	7.3%	-6.4%	-2.2%	1	-1.3%
COc1ccc(-c2ccc(=O)n(Cc3ccc([N+](=O)[O-])cc3)n2)cc1	-1.0%	1.6%	-0.2%	i	0.6	-8.6%	-10.8%	9.2%	1.1	8.8%
COC(=O)CN1C(=S)N(Cc2ccccc2)C(=O)C1CC(=O)Nc1ccc(OC)cc1 (stereo not drawn)	-7.6%	1.5%	-2.8%	i	0.4	-4.8%	-2.2%	16.2%	1.1	26.9%
CS(=O)(=O)N(Cc1ccccc1)c1ccc(C(=O)NCC2CCCO2)cc1 (stereo not drawn)	-3.9%	-12.4%	-3.3%	i	0.4	-6.7%	-0.1%	0.6%	1.1	-0.7%
C[C@@H]1OC(Nc2ccc(N=Nc3ccccc3)cc2)[C@H](O)[C@H](O)[C@H]1O (stereo partly drawn)	0.3%	13.6%	nt	i	0.5	7.3%	nt	nt	nt	nt
CCn1c(SCC(=O)Nc2ccc3c(c2)OCO3)nnc1-c1ccccc1O	1.1%	4.5%	-0.1%	i	0.7	4.4%	-3.6%	-2.3%	0.9	-0.7%
CCn1c(Cc2ccc(OC)cc2)nnc1SCC(=O)Nc1cccc(C(=O)OC)c1	-1.8%	10.4%	0.4%	i	1.8	3.1%	-1.2%	-20.1%	1	-18.3%
CCCNc1nc2c(c(=O)[nH]c(=O)n2C)n1CCCc1ccccc1	-4.6%	3.3%	-1.2%	i	2.4	3.9%	-5.5%	1.1%	1.1	-1.0%
CN(C(=O)c1ccccc1Cl)c1ccccc1	1.5%	10.5%	0.3%	i	1.0	2.9%	-11.6%	-10.6%	1.1	-9.7%
COc1ccc(C(C#N)C2(C)OCCO2)cc1OC (stereo not drawn)	-9.0%	-3.5%	-1.8%	i	2.2	2.6%	-0.9%	-3.7%	1.1	3.9%
NC(=O)N=Nc1c(O)[nH]c2c(Br)cc(Br)cc12	-1.1%	10.1%	1.8%	nt	nt	2.5%	-9.1%	8.7%	1.3	2.3%
COc1ccc(/C=C/C(=O)NCc2cn(C)nc2C)cc1COc1ccc(Br)cc1	3.9%	0.9%	0.1%	i	6.0	-0.4%	-11.7%	12.2%	1.1	18.6%
CC(C)=CC(=O)OCC(=O)Nc1cc(C)ccc1C	-7.0%	-3.9%	0.9%	i	1.0	-1.3%	-5.8%	3.7%	1.1	5.8%
CCOC(=O)N1CCN(C(=O)CCCn2c(=S)[nH]c3ccc(Br)cc3c2=O)CC1	1.2%	1.9%	-2.5%	i	0.8	-3.8%	-4.2%	-2.3%	1.1	6.5%
O=c1c2cc(Br)ccc2[nH]c(=S)n1Cc1cccnc1	-2.9%	3.8%	0.3%	i	0.0	7.2%	-1.9%	3.8%	1	6.6%
Cc1ccc(N=Cc2c(O)n(-c3nccs3)c(=O)c3ccccc23)c(C)c1	-3.8%	-1.5%	-1.5%	i	0.4	8.0%	-11.7%	12.1%	1.1	17.7%
CCN(CC)S(=O)(=O)c1cc(C(=O)NC2=NCCS2)ccc1Cl	-3.9%	6.8%	-1.5%	i	0.0	16.7%	-6.3%	0.3%	1.2	0.5%
Cc1cccc(Nc2nc3ccccc3s2)c1C	0.2%	0.9%	-1.8%	i	0.4	1.8%	3.0%	8.1%	1.4	4.6%
O=C(Nc1nc(-c2ccccn2)cs1)c1ncc(Cl)c(Cl)c1Cl	-3.9%	15.3%	-1.8%	nt	nt	-3.7%	-1.4%	-31.0%	1.2	-29.7%
COc1ncnc2c1oc1ccccc12	-8.1%	0.4%	1.1%	i	0.2	-8.3%	-2.9%	8.1%	1	13.1%
Nc1nc(COc2ccc(Cl)cc2)cs1	-3.6%	-0.8%	0.5%	i	0.3	3.5%	-0.3%	-0.6%	1.1	-2.1%
O=C(c1ccco1)N1CCN(c2cc(=O)n(-c3ccc(Cl)cc3)c(=O)[nH]2)CC1	-3.4%	7.1%	-1.5%	i	1.7	5.1%	-3.0%	12.9%	1	9.9%
O=C(c1ccc(COc2ccccc2Cl)o1)N1CCCC1	4.3%	6.8%	0.2%	i	0.9	-0.3%	-7.3%	5.0%	1.1	19.7%
COc1cccc(-n2c(SCC#N)nnc2-c2cnccn2)c1	-8.4%	6.8%	2.4%	i	4.6	-0.9%	-0.7%	2.4%	1.1	1.9%
CC(C)C(NC(=O)C(NC(=O)C1O[C@@H]2OC(C)(C)O[C@@H]2[C@H]2OC(C)(C)O[C@@H]12)C(C)C)C(=O)O (stereo partly drawn)	-11.4%	-7.2%	-3.6%	i	0.2	-2.2%	-0.3%	-6.4%	1	-22.9%
COC(=O)c1cc2occc2n1Cc1ccc(Cl)cc1	-3.0%	4.8%	-0.8%	i	1.3	5.8%	-5.8%	10.1%	0.9	6.4%
Cc1ccc(S(=O)(=O)N2CCCCC2)cc1NC(=O)CSc1ncnc2ccccc12	3.4%	0.9%	-2.7%	i	0.0	4.9%	-2.6%	-0.8%	1.2	4.4%
N#CCCN1CCN(Cn2c3ccccc3c3ccccc32)CC1	-7.7%	-3.6%	1.3%	i	0.4	2.8%	-3.6%	-0.2%	1.1	2.4%
Cc1ccc(-c2nnc(-c3cccs3)o2)cc1	-7.0%	5.4%	0.8%	i	0.7	1.7%	-0.1%	1.6%	1	3.9%

Structural class: those above containing an NH in an aromatic ring.
SMILES	LYP inhibition	M17LAP inhibition	CSM14.1 death rescue	Myeloid diff MLP	Myeloid diff MLP GFP+ MAC1+ %	M1AAP inhibition	XIAP antagonists	PMI inhibition	TNAP activation fold	PMI inhibitors
Cc1[nH]c(=O)c(C(=O)c2ccccc2O)cc1C(=O)O	-6.4%	5.3%	0.3%	i	0.3	0.8%	-11.0%	-6.5%	1.1	-4.7%
c1ccc2c(-c3nnc(SCc4cn5ccccc5n4)o3)c[nH]c2c1	7.5%	6.9%	-3.2%	i	1.2	5.1%	-3.6%	-17.5%	1	-15.4%
CCCNc1nc2c(c(=O)[nH]c(=O)n2C)n1CCCc1ccccc1	-4.6%	3.3%	-1.2%	i	2.4	3.9%	-5.5%	1.1%	1.1	-1.0%
NC(=O)N=Nc1c(O)[nH]c2c(Br)cc(Br)cc12	-1.1%	10.1%	1.8%	nt	nt	2.5%	-9.1%	8.7%	1.3	2.3%
CCOC(=O)N1CCN(C(=O)CCCn2c(=S)[nH]c3ccc(Br)cc3c2=O)CC1	1.2%	1.9%	-2.5%	i	0.8	-3.8%	-4.2%	-2.3%	1.1	6.5%
O=c1c2cc(Br)ccc2[nH]c(=S)n1Cc1cccnc1	-2.9%	3.8%	0.3%	i	0.0	7.2%	-1.9%	3.8%	1	6.6%
O=C(c1ccco1)N1CCN(c2cc(=O)n(-c3ccc(Cl)cc3)c(=O)[nH]2)CC1	-3.4%	7.1%	-1.5%	i	1.7	5.1%	-3.0%	12.9%	1	9.9%
